# GSK3A inh: blocks human GSK-3 alpha kinase | P49840 | ADP-Glo luminescence, 60 min | inhibition, % at 10 µM | 320,000 tested, 0.1% active | AID 2650;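 in the data active means inhibition above about 50%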;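 further: GST-tagged GSK-3 alpha with peptide substrate and 25 µM ATP; 0% = DMSO neutral wells and 100% = GW8510 positive control wells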
# Target sequence (P49840 whole entry, looked up): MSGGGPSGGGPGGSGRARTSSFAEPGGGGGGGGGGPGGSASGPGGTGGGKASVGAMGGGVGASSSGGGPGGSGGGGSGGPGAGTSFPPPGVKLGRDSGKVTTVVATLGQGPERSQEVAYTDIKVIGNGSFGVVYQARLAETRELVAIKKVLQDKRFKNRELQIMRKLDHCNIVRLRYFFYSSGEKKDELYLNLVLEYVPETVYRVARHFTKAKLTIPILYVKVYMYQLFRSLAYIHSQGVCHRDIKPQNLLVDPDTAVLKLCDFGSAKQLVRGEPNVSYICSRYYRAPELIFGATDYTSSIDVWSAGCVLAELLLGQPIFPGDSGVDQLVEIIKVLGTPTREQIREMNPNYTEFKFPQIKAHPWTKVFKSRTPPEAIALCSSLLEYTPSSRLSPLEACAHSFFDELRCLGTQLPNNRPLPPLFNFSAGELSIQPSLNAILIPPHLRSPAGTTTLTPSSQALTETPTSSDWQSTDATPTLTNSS
# HSF-1 act: increases HSF-1 driven luciferase reporter signal. NIH3T3-HGL HSF-1 luciferase reporter, MG132, 8 h; 100% = twice DMSO control signal. activation, % at 9 µM. 300,000 tested, 1.7% active. AID 504408;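 active means mean replicate activation of at least 50% with a set share of replicates each reaching 50%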;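 further: 0% = median of the neutral control wells and 100% = twice that signal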
# HSP90 refold inh: HSP90 refolding inhibition in rabbit reticulocyte lysate; luciferase refolding luminescence, 3 h; inhibition, % at 5.6 µM; 290,000 tested, 0.91% active; AID 1789;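 active means inhibition above the screen-wide mean plus 3 SD, computed separately per campaign, cut at about 16% in these data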;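 further: 0% = DMSO wells and 100% = 60 µM geldanamycin wells; inhibitors lower the luminescence because luciferase stays unfolded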
# AI-2 QS modul: modulators of Vibrio harveyi AI-2 quorum sensing system | Vibrio harveyi JMH597 AI-2 luminescence/OD600 ratio, 9 h; active compounds read low; strain lacks LuxN and CqsS sensors; 0 = neutral-control median | activity change, % at 7.5 µM | 300,000 tested, 0.4% active; in the data active means activity change below about -75%, passing the limit was not always enough;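 further: luminescence divided by OD600 gain over 9 h not by final OD600 alone; inactives centre near 13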
# GSK3B inh: human GSK3beta kinase inhibition; activity score (negative = inhibition), % at 10 µM; P49841; GST-GSK3beta kinase, ADP-Glo luminescence, 60 min; active compounds read low; 300,000 tested, 0.038% active; AID 2097;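 active means more than half of replicate wells score below -50%, meaning over 50% inhibition versus plate controls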;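 further: 0% = median DMSO wells and -100% = median GW8510 positive control wells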
# Target sequence (P49841 whole entry, looked up): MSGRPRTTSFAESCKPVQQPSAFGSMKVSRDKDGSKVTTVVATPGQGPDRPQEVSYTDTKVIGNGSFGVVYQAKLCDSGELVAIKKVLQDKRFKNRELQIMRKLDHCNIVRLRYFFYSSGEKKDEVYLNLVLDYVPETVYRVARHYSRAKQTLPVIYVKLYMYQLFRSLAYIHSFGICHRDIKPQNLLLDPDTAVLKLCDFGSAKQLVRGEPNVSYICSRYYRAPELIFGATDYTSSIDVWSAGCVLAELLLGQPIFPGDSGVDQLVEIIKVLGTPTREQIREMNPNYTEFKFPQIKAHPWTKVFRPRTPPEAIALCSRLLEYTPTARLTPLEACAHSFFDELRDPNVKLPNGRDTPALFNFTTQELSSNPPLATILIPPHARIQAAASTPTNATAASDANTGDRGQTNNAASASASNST
#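 Assay system: GST-tagged human GSK3beta kinase, cell-free; Input: 1.6 ng GSK3beta; Medium: Tris/MgCl2 kinase buffer; Timing: 60 min enzyme reaction, room temperature; Signal: ADP-Glo luminescence quantifying ADP generated by kinase; Evaluation: score relative to plate controls; Benchmarks: DMSO neutral wells and GW8510 at 20 µM as positive.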
# HSF1 inhib: HSF1 inhibition; activity change, negative = inhibition, % at 7.5 µM (by protocol); NIH3T3-HGL HSE-luciferase, MG132-induced, luminescence 8 h; active compounds read low; 300,000 tested, 0.77% active;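 active means more than half of replicate wells show activity change below -50%, luminescence cut by over half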;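 further: luciferase reports HSF-1 transcriptional activity via heat shock element; 0% = median of DMSO wells and -100% = zero luminescence signal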
# PolyA inhibitor: blocks polyadenylation in yeast reporter cells; S. cerevisiae SKY197-pL101 polyadenylation reporter, beta-gal luminescence; efflux-impaired pdr1/pdr3 knockout yeast; score 100 = 6 SD above DMSO; calls only at 12 µM; 300,000 tested, 0.02% active;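 active means lowest replicate activity score at least 50, where 100 means six control SD above control mean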;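 further: yeast exposed to compound for 9 h at 30 °C; higher score means more reporter readthrough which indicates perturbed polyadenylation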
# aSyn 5UTR inh: MLPCN primary screen, SNCA 5' untranslated region; alpha-synuclein 5'UTR reporter, inhibitor activity; 300,000 tested, 0.82% active; AID 1813; inhibition, % (tested at 7.5 µM); in the data active means inhibition above about 60%;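 further: H4 neuroglioblastoma cells stably carrying SNCA 5'UTR luciferase fusion; 0% = DMSO wells and 100% = positive control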
# KLF5 inhibitor: inhibitors of KLF5 expression. 290,000 tested, 0.23% active. AID 1700. DLD-1 KLF5 promoter-luciferase reporter, luminescence. inhibition, % at 5 µM;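 active means inhibition above a per-plate limit of that plate's mean compound inhibition plus 3 SD, cut at about 60% in these data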;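 further: 0% = DMSO wells and 100% = LY294002 at 200 µM; higher means less KLF5 promoter-driven luciferase light; inactives centre near -14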
# IEC-6 cytotox: counter-screen for KLF5 inhibitors: cytotoxicity in IEC-6 cells | IEC-6 cytotoxicity, luminescence viability | inhibition, % at 5 µM | 290,000 tested, 0.78% active | AID 1825; in the data active means inhibition above about 22%;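 further: 0% = plate median of test compound wells and 100% = cytotoxic reference compound wells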
# Numbers without * were called inactive; i = inactive; . = not tested or not shown. These rows are one share of the data. The share of hits here may be higher or lower than overall.
SMILES,GSK3A inh,HSF-1 act,HSP90 refold inh,AI-2 QS modul,GSK3B inh,HSF1 inhib,PolyA inhibitor,aSyn 5UTR inh,KLF5 inhibitor,IEC-6 cytotox
COc1ccc(/C=N/n2c(-c3n[nH]c4c3CCC4)n[nH]c2=S)cc1OC,9,4,-4,-4,2,-2,i,32,1,-2
Cc1ccc(S(=O)(=O)N/N=C/c2ccc(OS(=O)(=O)c3ccc(C)c([N+](=O)[O-])c3)cc2)cc1,-1,16,3,-5,17,5,i,9,-6,-2
CC(C)C(NC(=O)COc1ccccc1)C(=O)O (stereo unspecified),-3,-12,0,24,3,-8,i,2,-18,2
O=C(CSc1nc2ccsc2c(=O)n1Cc1ccccc1)NCC1CCCO1 (stereo unspecified),-2,0,0,.,.,2,i,43,-8,0
Cc1cc(C)cc(NC(=S)N(Cc2cccc(Br)c2)CC2CCC(C(=O)O)CC2)c1 (stereo unspecified),-4,-1,2,74,6,-3,i,10,-10,-2
COCCN1C(=O)N[C@@H](CCc2ccccc2)[C@H](C(C)=O)[C@H]1C,-4,16,.,0,19,11,i,-5,.,.
CS(=O)(=O)N1CCN(C/C=C/c2ccccc2)CC1,-1,-6,4,31,-3,-5,i,20,-37,0
Cc1ccc(C(=O)NCC(=O)OCC(=O)NC2CCCCCCC2)cc1,-2,-13,1,34,0,-1,i,8,-18,4
O=C(c1cccs1)N1CCN=C1SCc1ccccc1,-7,14,-1,-11,-2,4,i,-36,-41,-5
CC(Sc1ccccc1)C(=O)N1CCN(S(=O)(=O)c2cccc(Br)c2)CC1 (stereo unspecified),-4,2,-1,-12,1,1,i,11,-13,-1
COc1ccccc1C(O)Cc1nc2ccccc2n1C (stereo unspecified),-1,25,1,15,0,9,i,-87,-62,-9
Cc1cccc(C)c1NC(=S)N(CCCN1CCN(C)CC1)Cc1cccs1,8,4,2,9,0,0,i,-11,18,4
O=C(Nc1ccccc1F)c1ccc(COc2ccc(Cl)cc2Cl)o1,-1,14,2,0,-3,0,i,-17,-10,4
COc1ccccc1-n1c(N)c(C(=O)NCC2CCCO2)c2nc3ccccc3nc21 (stereo unspecified),-1,1,1,18,2,-6,i,-4,4,-1
O=C(CCC1CCCCC1)Nc1c[nH]c(=O)[nH]c1=O,2,21,0,32,2,6,i,-6,13,2
COC(=O)c1c(C)nc2nonc2c1N,-2,.,2,2,1,.,i,.,12,13
COC(=O)/C(N=Nc1c(C)n(C)n(-c2ccccc2)c1=O)=C(\C)O,0,16,-3,18,1,7,i,-11,-8,1
Cc1nn(Cc2ccccc2Cl)c2sc(C(=O)Nc3nccs3)cc12,7,7,1,15,1,8,i,6,-24,-4
CCc1ccc(NC(=O)C(CC)Sc2nc3cc4c(cc3c(=O)n2Cc2ccco2)OCO4)cc1 (stereo unspecified),0,-18,0,1,-7,-15,i,-12,-46,-4
CCOc1ccccc1N1CCN(C/C=C/c2ccc(N(C)C)cc2)CC1,-4,-9,-1,9,-6,-2,i,-20,-17,4

# Single values from the list:
# COC(=O)c1c(C)nc2nonc2c1N @ AI-2 QS modul: 2
# O=C(c1cccs1)N1CCN=C1SCc1ccccc1 @ IEC-6 cytotox: -5
# O=C(CCC1CCCCC1)Nc1c[nH]c(=O)[nH]c1=O @ IEC-6 cytotox: 2

# Next section:
SMILES,GSK3A inh,HSF-1 act,HSP90 refold inh,AI-2 QS modul,GSK3B inh,HSF1 inhib,PolyA inhibitor,aSyn 5UTR inh,KLF5 inhibitor,IEC-6 cytotox
Cc1c(Cl)c(=O)oc2cc(OCC(=O)NCc3cccs3)ccc12,11,-3,-5,21,1,-5,i,26,-3,-11
CN(Cc1ccccc1)C(=O)CN1C(=O)COc2ccc(S(=O)(=O)N3CCCC3)cc21,0,43,-2,40,1,12,i,27,-9,4
Cn1c(Cn2c(=O)sc3ccccc32)nnc1SCC(=O)Nc1ccccc1,-6,4,-2,16,-3,0,i,5,-9,3
COC(=O)C1=C(C(=O)OC)C(c2ccc(OC)c(OC)c2)c2sc(=O)[nH]c2S1 (stereo unspecified),1,4,-1,38,-1,1,i,-16,1,2
O=C(CNC(=O)c1ccco1)NCC(=O)OCc1ccc(C(=O)Oc2ccc(Cl)cc2)cc1,-1,-1,-9,10,1,-2,i,-16,1,-4
CCN(CC)S(=O)(=O)c1cc(NC(=O)COC(=O)CCc2nc3ccccc3s2)ccc1C,0,9,1,-4,5,-4,i,-2,-24,4
CCOC(=O)c1ccc(N2CSC3=C(C#N)C(c4cccs4)CC(=O)N3C2)cc1 (stereo unspecified),-1,-39,3,15,-1,-36,i,7,8,-2
c1ccc(Cc2noc(CN3CCN(CCOc4ccccc4)CC3)n2)cc1,-5,15,-1,9,1,1,i,-4,-16,1
Cc1ccc2nc(SCC(=O)Nc3cccc(S(=O)(=O)N(C)C)c3)[nH]c2c1,-4,7,2,16,0,-2,i,5,5,-5
CCN(CC(=O)Nc1cccc(S(=O)(=O)N2CCOCC2)c1)Cc1ccccc1,1,3,.,10,3,7,i,9,.,.
CCC(=O)N/C(=N/c1nc(C)cc(C)n1)Nc1ccccc1,0,-8,4,8,3,0,i,1,-1,4
COC(=O)Cc1ccc2sc(-c3ccccc3)nc2c1,5,61*,-3,32,-29,30,i,-208,-125,3
CN1CC(C(=O)Nc2ccc(F)c(Cl)c2)CC1=O (stereo unspecified),0,-2,0,22,0,-3,i,-3,-45,-6
Cc1ccc(-n2nc3c(=O)n(CCCC(=O)NCc4ccc(C)o4)nc(C)c3c2C)cc1,-1,6,-5,52,0,2,.,26,-8,8
COC(=O)C1CSC(C(=O)OC)N1C(=O)Nc1ccc(Cl)c(Cl)c1 (stereo unspecified),-5,8,2,9,2,-6,i,-1,7,6
Cc1ccc(CCNC(=O)C2CCN(S(=O)(=O)c3ccc4nc5c(c(C(=O)O)c4c3)CCCC5)CC2)cc1,-3,1,0,13,0,-6,i,8,-31,-3
N/C(CN1CCCC1=O)=N\OC(=O)c1ccc(Cl)c(Cl)c1,-2,13,0,18,5,3,i,6,-22,4
CCOc1ccc(NC(=O)CN(C)c2nnnn2-c2ccccc2)cc1OCC,-5,-3,1,7,-3,-2,i,10,-35,-5
COc1cccc(CNC(=O)C(C(=O)NCc2cccc(OC)c2)c2ncc(C(F)(F)F)cc2Cl)c1,3,-1,-5,22,0,-3,i,-25,38,0
CC(OC(=O)CCCN1C(=O)c2ccccc2C1=O)C(=O)Nc1ncc(Cl)cc1Cl (stereo unspecified),-8,6,-3,29,-4,0,i,-2,1,4
Cn1c(=O)c2sccc2n(CC(=O)NCCC2=CCCCC2)c1=O,0,-1,0,38,1,-1,i,10,-42,5
O=C(CSc1nc(-c2ccccc2)cc(C(F)(F)F)n1)N1CCOCC1,-2,-39,5,2,-3,-36,i,-16,9,-2
Nc1c(C(=O)Nc2nc3ccccc3s2)sc2nc(-c3cccs3)ccc12,-3,-7,1,6,-1,-11,i,106*,-71,2
CN(C)S(=O)(=O)c1ccc(NC=O)cc1,-1,-9,1,15,-5,1,i,-1,-7,2
CN(/N=C/c1ccc2c(c1)OCO2)c1ccccc1,3,22,-6,15,8,5,i,-169,-32,-2
CCCNC(=O)C1CC(=O)N(c2ccc(OCC(=O)Nc3cccc(C)c3C)cc2)C1 (stereo unspecified),-2,2,-3,25,0,-2,i,6,-15,-6
CCOc1cccc(N2C(=O)CC(N3CCN(c4nc5ccccc5s4)CC3)C2=O)c1 (stereo unspecified),-2,-5,3,18,-1,-5,i,18,-43,-7
CN(CC1CCCCO1)C(=O)c1cc(COc2ccc(F)cc2Cl)on1 (stereo unspecified),-2,12,-1,13,-2,13,i,-55,-67,-4
COc1ccc(NC(=O)CSc2ccccn2)c([N+](=O)[O-])c1,-5,33,-1,4,3,9,i,-72,-40,8
CCOC(=O)c1c(C)n(C)c2cc(-c3cccc(C(F)(F)F)c3)c(O)cc12,-1,13,2,23,-2,-4,i,-7,-23,2
O=C(O)c1cc(-c2cccnc2)nc2ccccc12,1,5,-1,20,-1,-3,i,15,8,-6
Cc1ccc(C(=O)CSc2nnc(-c3ccncc3)n2C)cc1,-1,5,-1,34,1,12,.,-23,-4,0
CN1CCN(C(=O)C2CCCN(c3ncnc4c3nc3n4CCCCC3)C2)CC1 (stereo unspecified),1,-2,-2,11,-2,-3,i,-32,-14,0
COc1c(Cl)cc(Br)c(OC)c1C(=O)NC(=O)Nc1nc(C)cc(C)n1,-3,19,4,21,-1,5,i,1,-28,3
COc1cccc(C2(O)CCN(C(=O)C3CCC3)CC2)c1,-2,-17,2,2,-1,6,i,9,10,-4
N#Cc1cnc(Nc2nc3ccccc3o2)nc1-c1ccccc1,4,15,2,11,0,4,i,-72,-26,5
COc1ccc(N(CC(=O)N2CCc3ccccc3C2)S(C)(=O)=O)cc1,-1,2,3,15,2,0,i,-9,13,0
CCC(C(=O)N1CCC(N2CCCCC2)CC1)n1nc(C)c2sc3ccccc3c2c1=O (stereo unspecified),-2,9,1,5,-1,12,.,8,0,0
COc1ccc(OC)c(/C=C/C(=O)NC2=NCCS2)c1,-2,10,1,9,-1,7,i,-71,-19,5
Cc1cccc(N2CCN(Cc3oc(CO)cc(=O)c3O)CC2)c1C,-3,8,4,14,-1,6,i,-9,-32,-1
C#CCOCCOCCOCCNc1nc(N2CCN(C(=O)C([C@@H](C)CC)n3cc(C(N)CO)nn3)CC2)nc(N2CCN(C(=O)[C@H](CCC(=O)O)n3cc(C(N)[C@H](C)CC)nn3)CC2)n1 (stereo partly specified),.,-5,.,10,3,-7,i,14,.,.
CNC(=O)c1ccccc1F,2,-17,5,11,-1,-3,i,4,-5,-4
CCOC(=O)CNS(=O)(=O)c1ccc(S(=O)(=O)N2CCCC2)cc1,-3,13,-5,6,2,2,i,-15,-27,-3
O=C(N/N=C/c1cn(Cc2ccccc2)c2ccccc12)c1ccncc1,13,9,-4,7,1,5,i,58,-11,4
CSc1sc(C)cc1C1C(C#N)=C(N)N(c2cccnc2)C2=C1C(=O)CCC2 (stereo unspecified),2,2,-1,13,-2,9,i,-7,-1,3
O=C(NC1CCCCCCC1)c1ccc(Br)cc1,-2,38,.,7,0,12,i,-92,.,.
CC(CCN1C(Nc2ccccc2)=NC[C@@H]1Cc1ccccc1)c1ccccc1 (stereo partly specified),1,6,-4,10,-2,0,i,1,-15,-5
Cc1nn(CC(=O)N2CC(=O)Nc3ccccc32)c(C)c1[N+](=O)[O-],2,.,-1,21,0,.,i,-31,-4,-2
CCCc1nnc(SCC(=O)Nc2ccc(NC(C)=O)cc2)n1-n1cccc1,4,0,.,29,0,1,i,5,.,.
CC(C)c1nnc(NC(=O)CSc2nc3ccccc3[nH]2)s1,-4,-4,2,6,1,-3,i,3,-7,1

# Assay outcomes as filed in PubChem.
